TDP1 cell CPT – growth inhibition of DT40 Tdp1-/-;hTDP1 cells with camptothecin (screen for TDP1 inhibitors) | chicken DT40 Tdp1-/-;hTDP1 cells + 20 nM CPT, ATP luminescence, 48 h | Potency, µM (titrated, usually from 46.2 µM), for the others: at the highest dose activity change, negative = growth inhibition, hits mostly inhibitors | actives 12% (n = 420,000); note: nearly all actives have a fitted effect of over 55% in size
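Chicken DT40 Tdp1-/- cells complemented with human TDP1, 400 cells/well, exposed to compounds plus 20 nM camptothecin for at least 48 h at 37 C; viability read as ATP content by CellTiter-Glo luminescence.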
FEN1 inh – human FEN1 inhibition; P39748; Recombinant FEN1 flap cleavage, fluorescence, 15 min; Potency, µM (titrated, usually from 114 µM), for inactives: at the highest dose activity change, negative = inhibition, hits mostly inhibitors; actives 0.35% (n = 390,000); AID 588795; note: nearly all actives have a fitted effect of over 65% in size
Target sequence (P39748 whole entry, looked up): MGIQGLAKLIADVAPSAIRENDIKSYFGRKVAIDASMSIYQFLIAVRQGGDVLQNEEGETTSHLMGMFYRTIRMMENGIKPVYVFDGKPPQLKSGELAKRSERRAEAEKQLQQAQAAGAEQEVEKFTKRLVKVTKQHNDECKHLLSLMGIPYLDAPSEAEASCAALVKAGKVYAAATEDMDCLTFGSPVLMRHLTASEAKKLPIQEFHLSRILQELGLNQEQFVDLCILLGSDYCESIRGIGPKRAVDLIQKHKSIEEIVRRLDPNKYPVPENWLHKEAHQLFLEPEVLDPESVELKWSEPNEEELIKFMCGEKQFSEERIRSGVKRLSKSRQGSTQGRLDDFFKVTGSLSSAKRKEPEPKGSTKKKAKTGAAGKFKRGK
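Reaction started by adding substrate (50 nM final) to 10 nM enzyme after 15 min room-temperature compound preincubation. Reads at 0 and 15 min, with data normalized and fitted to a four-parameter Hill equation.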
N370S GC mod – N370S glucocerebrosidase modulation, Gaucher chaperone candidate. N370S GC spleen homogenate, 4MU-glucoside fluorescence. AID 2101. P04062. actives 0.092% (n = 330,000). Potency, µM (top dose mostly 59.4 µM), for the others: top-dose activity change, negative = inhibition, actives largely listed as inhibitors;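 note: 0% = full enzyme activity and -100% = no enzyme basal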
Active calls of the source: *; ? = inconclusive; . = not tested or not shown; & = joins results of further samples; [ ] = dose if it differs, or a comment. Calls come from the whole dose curve; as a rule, active = well fitted curve in the direction sought with a large enough effect; inconclusive = small, poorly fitted or top-dose-only effect, or another doubt; inactive = no such curve, though single readings can be large; an effect the other way counts as inactive or inconclusive. Unless noted, % is set by controls: 0 for no effect and ±100 for the full control effect; potency is the fitted concentration of half-maximal effect. Only part of the results is shown; rates above refer to the full screens.

SMILES	TDP1 cell CPT	FEN1 inh	N370S GC mod
CN(C(=O)c1ccc(NC(=O)C2CCCN(C(=O)OC(C)(C)C)C2)cc1)C1CCCC1 (stereo unspecified)	?	-21%	.
CC(C)CC(C)NNC(=O)c1cc2ccccc2[nH]1 (stereo unspecified)	6%	10%	4%
O=C(NCC1CCOCC1)c1cc(COc2cccc(C(F)(F)F)c2)on1	?	-10%	-14%
CCN(C(=O)COc1ccc(N(C)S(=O)(=O)c2ccc(NC(C)=O)cc2)cc1)C1CCCCC1	?	-1%	.
CCNC(=S)NNC(=O)c1cccn(Cc2ccc(Cl)cc2Cl)c1=O	?	6%	-9%
O=C(Cn1ccc([N+](=O)[O-])n1)NCc1nc2ccccc2[nH]1	1%	10%	-8%
O=C(CCCSc1ccccc1)Nc1ccc(Cl)c(S(=O)(=O)N2CCOCC2)c1	16µM*	?	.
Cc1ccc(CN2C(=O)N/C(=C\c3cccn3-c3cccc(C(=O)O)c3)C2=O)cc1	8.2µM*	?	6%
CCOc1ccc(NC(=O)c2ccc(CNc3c(NC4CCCCC4)c(=O)c3=O)cc2)cc1	-9%	-6%	0%
CCOc1ccc(CN2CCN(C/C=C/c3ccc(OC)cc3)CC2CCO)cc1 (stereo unspecified)	-4%	-15%	-9%
O=C(Nc1cccc2ccccc12)c1cccc(F)c1	-9%	-6%	-7%
CCN(CC)C(=O)NC1CCCCCCC1	1%	2%	11%
Cc1cccc(C(=O)NC(=S)Nc2ccccc2C(=O)O)c1	-21%	-11%	-5%
CN(CCN1CCOCC1)Cc1nc(-c2ccc(Cl)cc2)no1	?	-3%	-2%
O=C(CNc1cccc(S(=O)(=O)N2CCOCC2)c1)N1CCc2ccccc21	-5%	-6%	-11%
CC(=O)N1c2ccc(S(=O)(=O)N3CCCC3)cc2CC1C(=O)Nc1cc(C)cc(C)c1 (stereo unspecified)	?	-3%	3%
CCCCn1c(=O)c2oc3ccccc3c2n(Cc2ccc(OC)cc2)c1=O	?	22%	.
COc1ccc(C)cc1-n1c(-c2ccc(Cl)cc2)cc2c1CC(C)(C)CC2=O	?	-2%	.
O=C(CN1C(=O)NC2(CCCCCC2)C1=O)c1ccc(Cl)cc1	-20%	21%	.
CCc1cccc(C)c1NC(=O)CC1Oc2ccc(C)cc2NC1=O (stereo unspecified)	-4%&-13%	21%&6%	4%
CCCN1CCN(C(=O)c2cn(CC(C)C)c(=O)c3cc(OC)c(OC)cc23)CC1	-4%	-3%	.
CC1(C(=O)O)CCC(C(=O)Nc2ccc(Cl)c(Cl)c2)C1(C)C (stereo unspecified)	13%	1%	-12%
CC(=O)c1c(C)nc2ccc(Br)cc2c1C(=O)O	1%	8%	2%
CNc1cc(F)nc(F)n1	18µM*	-27%	1%
CCOc1cc(/C=C(\C#N)C(=O)Nc2ccccc2C)ccc1OCc1cc(=O)n2nc(CC)sc2n1	-12%	-1%	.
(list continues)
SMILES	TDP1 cell CPT	FEN1 inh	N370S GC mod
CCN(CC)CCn1c(=S)[nH]c2ncccc2c1=O	-13%	-13%	4%
O=C(Nc1ncnc2sc3c(c12)CCC3)c1ccco1	-7%	-5%	16%
CCN(CC)C(=O)c1ccc(COc2ccccc2Br)o1	?	-13%	5%
O=S(=O)(NCC1CCCO1)c1ccc2c(c1)OCCO2 (stereo unspecified)	3%	1%	-1%
Cc1ccc(C(=O)N(C)CC(=O)Nc2ccc(F)c(F)c2F)o1	-11%	53%[activator]	-8%
NC(=NCCc1c[nH]c2ccccc12)NC(=O)c1ccc(F)cc1	0%	-9%	-11%
COC(=O)c1cc2sccc2n1Cc1ccccc1	-7%	-4%	.
Cc1ccc(-n2c(Cc3cccs3)nnc2SCC(=O)Nc2ccc(F)c(F)c2)cc1	-10%	7%	7%
N#C/C(=C\c1ccc(-c2ccc(Cl)c(C(=O)O)c2)o1)c1nc2ccccc2[nH]1	2%	-33%	-9%
Cc1ccc(S(=O)(=O)NN=Cc2cc(Cl)ccc2O)cc1	-15%	-13%	.
O=C(NCc1ccc2c(c1)OCO2)C1CC(=O)N(c2ccc(F)cc2)C1 (stereo unspecified)	-19%	4%	5%
CCc1ccccc1-n1c(SCC(=O)Nc2ccc(C)cc2)nc2n[nH]c(C)c2c1=N	7.3µM*	4%	.
Cc1nn(C)c(C)c1S(=O)(=O)N1CCC(CO)(Cc2ccc(Cl)cc2)CC1	0%	-3%	-11%
Cc1cccc(-n2c(=O)c3c(c4cc(C)ccc4n3C)n(CC(=O)Nc3ccc(C)cc3C)c2=O)c1	1%	1%	.
COc1ccc(C/C(=N\O)c2ccc(OC)cc2)cc1	-16%	-5%	9%
CC(=O)c1cccc(OCc2cc(C(=O)N3CCC(N4CCCCC4)CC3)no2)c1	-19%	1%	-1%
CC(=O)Nc1ccc(NC(=O)C23CC4CC(C2)CC(n2cnc(Br)n2)(C4)C3)cc1	5%	3%	2%
CN(/N=C/c1ccccc1Cl)c1ncc(Cl)cc1C(F)(F)F	2%	-1%	0%
N#Cc1ccc(OCC(=O)Nc2ccc(S(=O)(=O)N3CCOCC3)cc2)cc1	-3%	-3%	.
Cc1nn(C(C)c2n[nH]c(=S)n2-c2ccc(F)cc2)c(C)c1[N+](=O)[O-] (stereo unspecified)	-9%	-3%	5%
COc1cc(CC(=O)OCC(=O)Nc2ccc3c(c2)OCO3)cc(OC)c1OC	-18%	6%	4%
Cc1nc(SC(C)C(=O)NCc2ccc3c(c2)OCO3)nc(C)c1C (stereo unspecified)	8%	2%	.
CC(OC(=O)C1CCC(=O)N1)C(=O)Nc1cc(Cl)cc(Cl)c1 (stereo unspecified)	-14%	5%	4%
CCN(C(=O)COC(=O)CC1CCCCC1)c1c(N)n(Cc2ccccc2)c(=O)[nH]c1=O	-3%	-5%	.
CCOc1ccc(-n2c(Cc3cc(=O)[nH]c(=O)[nH]3)nnc2SCC(N)=O)cc1	4%	-1%	5%

Compound profiles, as listed above. Order of screens: TDP1 cell CPT, FEN1 inh, N370S GC mod
`CC(=O)c1cccc(OCc2cc(C(=O)N3CCC(N4CCCCC4)CC3)no2)c1` across the screens: -19%, 1%, -1%
`CCc1ccccc1-n1c(SCC(=O)Nc2ccc(C)cc2)nc2n[nH]c(C)c2c1=N` across the screens: 7.3µM*, 4%, .

New compounds follow.
SMILES	TDP1 cell CPT	FEN1 inh	N370S GC mod
COc1cc(C(=O)NCCC(=O)NC2CCCCCCC2)cc(OC)c1OC	?	3%	-5%
O=C(Cc1cccc(NC(=O)C2CCCN(C(=O)c3ccccc3)C2)c1)Nc1ccc(C(=O)N2CCCCC2)cc1 (stereo unspecified)	6%	-3%	.
CCCc1nn2c(=O)c(C(c3ccc(C)cc3)c3c(O)nc4sc(CCC)nn4c3=O)c(O)nc2s1	0%	-11%	1%[12.8 µM]
COCCn1c(SCC(=O)NC2CCCCC2C)nnc1-c1ccncc1 (stereo unspecified)	-6%	-1%	-4%
CCOC(=O)Cc1c(C)nc(N)[nH]c1=O	-13%	3%	3%
CCOc1ccc(NS(=O)(=O)c2ccc(C(=O)N3CCCC(C)C3)cc2)cc1 (stereo unspecified)	16µM*	1%	-16%
COc1ccc(NC(=O)Cn2c(=O)n(CCc3ccccc3)c(=O)c3sc4ccccc4c32)cc1	-13%	0%	.
Cn1c(SCC(=O)Nc2cc(S(=O)(=O)N3CCOCC3)ccc2N2CCOCC2)nnc1-c1ccncc1	9%	-1%	0%
Nc1nc(Cl)cc(N2CCC(c3cc(-c4ccc(Cl)cc4Cl)n[nH]3)CC2)n1	4.1µM*	-8%	-6%
CNC(=O)NC(=O)CSc1nnc(-c2ccco2)n1Cc1ccccc1	-17%	1%	7%
Cc1ccc(CNC(=O)C(NS(=O)(=O)c2ccc3nc(C)sc3c2)C(C)C)cc1 (stereo unspecified)	-6%	-2%	6%
CCOC(=O)Nc1ccc2c(c1)Nc1ccccc1S2	23µM*	-5%	-5%
COc1cccc(NC(=O)N(Cc2cn(C)c3ccccc23)C2CCCCC2)c1	4.1µM*	3%	.
Oc1ccc(N=Nc2ccccc2C(F)(F)F)c2cccnc12	0.82µM*	18%	-5%
O=C(NCc1ccccc1)C(c1ccccc1)N(Cc1cccs1)C(=O)c1cnccn1 (stereo unspecified)	?	-15%	4%
Cc1ccc(/C(O)=C2\C(=O)C(=O)N(CC(C)O)C2c2ccc(N(C)C)cc2)cc1 (stereo unspecified)	-6%	7%	3%
O=C(c1cccc(C(F)(F)F)c1)N1CCC(=O)N(C(CO)Cc2ccccc2)CC1 (stereo unspecified)	3%	21%	.
CCC(=O)N1CCN(c2ccc(NC(=O)c3ccco3)cc2Cl)CC1	8%	6%	5%
O=C(CSc1nnc(CNC(=O)c2c(F)cccc2F)o1)c1ccccc1	1%	2%	1%
Cc1ccc(NC(=O)CSc2nc3ncccc3[nH]2)cc1F	?	8%	.
CCOc1cccc(CNn2cnnc2)c1OCc1ccccc1	4%	-7%	4%
CCn1c(/C=C/c2cc[n+](C)cc2)nc2ccccc21	-16%	2%	-24%
Cc1cccc(CSc2ccc(-c3ccco3)nn2)c1	-27%	-9%	15%
Cn1c(CN2CCCC2)nc2cc(NS(=O)(=O)c3ccc(Cl)cc3)ccc21	-6%	-4%	-3%
COc1ccc(-n2nc(C)cc2N)cc1	-7%	-18%	2%
(listing goes on)
SMILES	TDP1 cell CPT	FEN1 inh	N370S GC mod
Cn1nccc1C(=O)N/N=C/c1cccnc1	0%	-17%	0%
COC(=O)c1cc(=O)n(CCc2ccc(OC)c(OC)c2)c(=Nc2ccc(F)c(Cl)c2)s1	?	4%	6%
CON(C)C(=O)CCN(C(=O)OC(C)(C)C)c1ccccc1	-16%	7%	.
O=C(COc1ccc([N+](=O)[O-])cc1)N/N=C/c1cc([N+](=O)[O-])ccc1N1CCOCC1	?	1%	-1%
O=C(Nc1ccc2c(c1)OCO2)C1CC(c2ccc(F)cc2)=NO1 (stereo unspecified)	-12%	-4%	0%
CCCNC(=O)C1CCC(Cn2c(=O)c3sccc3n(Cc3cccc(OC)c3)c2=O)CC1 (stereo unspecified)	-23%	0%	.
CCC(=O)Nc1ccc(-c2nn3c(C)nnc3s2)cc1C	12%	3%	-1%
Brc1cccc(-c2nnc3n2CCCCC3)c1	8%	-9%	-4%
COc1ccc(C2/C(=C(\O)c3cccc(OC)c3)C(=O)C(=O)N2c2ccccn2)cc1 (stereo unspecified)	-20%	-2%	-21%
Cc1ccn2c(-c3n[nH]c(=S)n3Cc3ccccc3)c(C)nc2c1	-3%	1%	4%
O=c1c2ccccc2[nH]c(=S)n1CCN1CCCCC1	-8%	13%	-5%
CN(C)c1cc(-c2ccccc2)nc(N)n1	?	15%	0%
Cc1ccc(CNC(=O)[C@H](C)NC(=O)C2CCN(C(=O)[C@@H]3CCCN3C(=O)OC(C)(C)C)CC2)cc1	-22%	22%	3%
Nc1nc(SCC(=O)Nc2cccc(C(F)(F)F)c2)n[nH]1	-14%	-13%	.
CCc1ccc(C(C)NC(=O)c2ccncc2)cc1 (stereo unspecified)	-25%	7%	-14%
Cc1oc2ncn(CC(C)C)c(=O)c2c1C(=O)Nc1cccc(C(F)(F)F)c1	-10%	12%	.
COc1cnc(SCc2ccc(Cl)cc2)nc1Cl	?	-24%	15%
CCOC(=O)C1=C(C)N=C2c3ccccc3C(=O)C2C1c1ccc(Cl)cc1 (stereo unspecified)	?	-22%	-5%[12.8 µM]
CCn1c2ccccc2c2nnc(SCCN3CCCCC3)nc21	26µM*	-3%&-23%	-2%
COc1ccc(-c2noc(-c3ccc(Br)o3)n2)cc1	6%	2%	-1%
Fc1cccc(Cl)c1CSc1ccc2nnc(-c3ccccn3)n2n1	-15%	0%	-10%
CCOC(CCNC(=O)c1cn(-c2cccc(C)n2)cn1)OCC	-19%	-6%	-1%
Cc1cccc(-c2noc(CN(C(=O)c3ccccc3Cl)C(C)C)n2)c1	?	6%	.
CCOC(=O)COc1ccc2c(C)c(CCN(CC)CC)c(=O)oc2c1Cl	?	.	-2%
O=C(NCCSc1c[nH]c2ccccc12)c1ccc2c(c1)OCO2	1%	-18%	-2%
O=C(Cn1nnc(-c2cccc(C(F)(F)F)c2)n1)NC(=O)NCc1ccco1	1%	0%	?
CCOc1ccc(C(C)=O)cc1CN1c2ccc(S(N)(=O)=O)cc2CC1C (stereo unspecified)	?	-23%	-6%
O=C(O)c1cc(/C=C/c2ccc(N3CCOCC3)c([N+](=O)[O-])c2)nc2ccccc12	?	-1%	-4%

Sorted by molar mass (largest number first): seven of the compounds above
SMILES	TDP1 cell CPT	FEN1 inh	N370S GC mod
COC(=O)c1cc(=O)n(CCc2ccc(OC)c(OC)c2)c(=Nc2ccc(F)c(Cl)c2)s1	?	4%	6%
CCOC(=O)COc1ccc2c(C)c(CCN(CC)CC)c(=O)oc2c1Cl	?	.	-2%
O=C(Cn1nnc(-c2cccc(C(F)(F)F)c2)n1)NC(=O)NCc1ccco1	1%	0%	?
Cc1oc2ncn(CC(C)C)c(=O)c2c1C(=O)Nc1cccc(C(F)(F)F)c1	-10%	12%	.
O=C(Nc1ccc2c(c1)OCO2)C1CC(c2ccc(F)cc2)=NO1 (stereo unspecified)	-12%	-4%	0%
COc1ccc(-c2noc(-c3ccc(Br)o3)n2)cc1	6%	2%	-1%
COc1cnc(SCc2ccc(Cl)cc2)nc1Cl	?	-24%	15%
